Assay outcomes: PubChem, several laboratories
CatS block = human cathepsin S inhibition. recombinant cathepsin S, AMC dipeptide fluorescence, pooled mixtures. P25774. AID 501. inhibition, %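 (tested at 5 µM per compound within 10-compound mixtures)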. 62,000 compounds, 0.06% hits; in the data active = inhibition above about 32%, passing the limit was not always enough;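 also: 0% = enzyme without compound and 100% = blank without enzyme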
JNK3 inh = blocks human JNK3 kinase activity; AID 746; 60,000 compounds, 0.61% hits; P53779; purified JNK3 kinase activity, HTS; inhibition, % at 8 µM; in the data active = inhibition above about 17%;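 also: 0% = DMSO and 100% = reference inhibitor; many of its hits are not listed in these tables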
RORa activator = RORA (human) activation | AID 560 | 65,000 compounds, 1.5% hits | P35398 | CHO-K1 Gal4-RORA LBD luciferase reporter, luminescence; percent increase over mock-subtracted basal signal | activation, % at 10 µM;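 active = activation above the mean of all tested compounds plus 3 SD, cut at about 49% in these data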;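 also: 0% = DMSO-treated RORA cells and 100% = added signal equal to DMSO minus mock-transfected cells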
CatB mixtures = human cathepsin B inhibition by mixtures; P07858; Purified cathepsin B, AMC dipeptide fluorescence, compound mixtures; inhibition, %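 (ten-compound pools at 5 µM per compound and 50 µM total)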; 62,000 compounds, 0.06% hits; in the data active = inhibition above about 22%, passing the limit was not always enough;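 also: 0% = enzyme without compound and 100% = no enzyme blank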
PKA kinase inh = inhibitors of human protein kinase A; AID 524; 65,000 compounds, 0.1% hits; inhibition, % at 6 µM; PKA Kemptide phosphorylation, Kinase-Glo ATP luminescence; P17612;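 active = inhibition above the screen-wide mean inhibition plus 3 SD, cut at about 21% in these data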; also: many of its hits are not listed in these tables
E coli RNAP = Escherichia coli RNA polymerase inhibition; AID 559; 62,000 compounds, 0.2% hits; E. coli RNA polymerase, fluorescence transcription assay; P0A8V2; inhibition, %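 (tested at 10 µM)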; in the data active = inhibition above about 20%;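 also: 0% = enzyme without compound and 100% = no enzyme blank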
ROCK2 blocker = ROCK2 (human) kinase inhibition; purified ROCK2, Kinase-Glo ATP depletion luminescence; inhibition, % at 6 µM; 60,000 compounds, 0.35% hits; AID 604;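 active = inhibition above the screen-wide mean inhibition plus 3 SD, cut at about 18% in these data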;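 also: plate controls were DMSO wells for no effect and Y-27632 control wells after no-enzyme background subtraction for full effect; many of its hits are not listed in these tables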
Target sequence (O75116 whole entry, looked up): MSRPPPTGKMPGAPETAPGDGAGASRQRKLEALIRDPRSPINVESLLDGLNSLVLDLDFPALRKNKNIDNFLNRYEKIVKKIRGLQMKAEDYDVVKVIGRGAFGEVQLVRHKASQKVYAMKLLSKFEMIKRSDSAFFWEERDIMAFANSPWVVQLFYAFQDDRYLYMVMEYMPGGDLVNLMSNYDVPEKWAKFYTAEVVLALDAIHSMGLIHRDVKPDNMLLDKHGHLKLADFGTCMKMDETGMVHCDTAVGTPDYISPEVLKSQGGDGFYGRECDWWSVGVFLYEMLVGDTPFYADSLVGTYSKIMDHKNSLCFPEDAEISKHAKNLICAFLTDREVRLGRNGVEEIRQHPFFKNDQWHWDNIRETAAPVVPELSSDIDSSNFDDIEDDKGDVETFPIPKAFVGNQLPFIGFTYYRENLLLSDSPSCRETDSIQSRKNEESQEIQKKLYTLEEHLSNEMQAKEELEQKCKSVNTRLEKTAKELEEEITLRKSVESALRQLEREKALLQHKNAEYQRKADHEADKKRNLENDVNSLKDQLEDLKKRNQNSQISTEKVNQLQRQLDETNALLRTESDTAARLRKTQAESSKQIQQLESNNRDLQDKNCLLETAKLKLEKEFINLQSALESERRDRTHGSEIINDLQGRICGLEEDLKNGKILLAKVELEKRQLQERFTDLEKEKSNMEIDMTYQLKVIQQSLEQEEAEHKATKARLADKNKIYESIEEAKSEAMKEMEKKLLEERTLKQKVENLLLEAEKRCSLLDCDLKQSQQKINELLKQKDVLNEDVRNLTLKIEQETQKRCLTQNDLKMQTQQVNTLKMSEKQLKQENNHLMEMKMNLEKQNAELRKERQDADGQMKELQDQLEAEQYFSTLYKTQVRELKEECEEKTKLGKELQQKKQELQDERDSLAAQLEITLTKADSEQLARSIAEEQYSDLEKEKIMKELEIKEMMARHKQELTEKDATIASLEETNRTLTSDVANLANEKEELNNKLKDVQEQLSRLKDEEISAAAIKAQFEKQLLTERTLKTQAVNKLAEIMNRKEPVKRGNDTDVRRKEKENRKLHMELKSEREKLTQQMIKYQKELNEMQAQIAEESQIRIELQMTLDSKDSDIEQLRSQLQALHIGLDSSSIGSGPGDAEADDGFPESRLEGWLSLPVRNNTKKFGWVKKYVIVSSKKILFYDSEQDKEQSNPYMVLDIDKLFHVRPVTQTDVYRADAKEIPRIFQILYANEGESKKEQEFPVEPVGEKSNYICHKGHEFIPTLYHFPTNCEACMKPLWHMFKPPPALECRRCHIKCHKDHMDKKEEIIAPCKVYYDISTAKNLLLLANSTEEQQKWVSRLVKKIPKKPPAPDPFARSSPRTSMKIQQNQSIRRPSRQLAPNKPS
AP ELISA ortho = alternative pathway complement inhibition, orthogonal assay; AID 1235; 62,000 compounds, 0.08% hits; inhibition, % at 5 µM; Human serum alternative complement pathway, LPS-coated ELISA, C3 deposition; tested in compound mixtures;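 active = inhibition above 30% in each of the two pooled mixtures holding the compound, so the lower value exceeds 30%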;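 also: 0% = serum in Mg-EGTA without compound and 100% = EDTA serum blank; some compounds past the cut are filed as inactive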
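Test system: human serum complement alternative pathway, C3 deposition onto LPS / Medium: Mg2+-EGTA GVB++ buffer containing human serum at 1:15 dilution / Probe or stimulus: Plate-bound LPS / Times: 1 h at 37 °C / Signal: ELISA with HRP anti-human C3 antibody, TMB substrate, absorbance 450 nm / Measure: percent inhibition / Repeats: two pool placements per compound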
CatB inh = inhibitors of human cathepsin B. inhibition, %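 (tested at 10 µM)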. purified cathepsin B, fluorogenic substrate, fluorescence. AID 453. P07858. 63,000 compounds, 0.1% hits; in the data active = inhibition above about 21%;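 also: 0% = enzyme with no compound and 100% = no enzyme blank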
* = called active by the depositor; . = not tested or not shown.

nr	mol	CatS block	JNK3 inh	RORa activator	CatB mixtures	PKA kinase inh	E coli RNAP	ROCK2 blocker	AP ELISA ortho	CatB inh
1	Cc1cc(C(=O)OCC(=O)N2CCc3ccccc32)c(C)o1	0	-5	-2	4	2	3	2	16	0
2	CC(C(=O)N1CCc2ccccc21)N1CCc2ccccc2C1 (stereo not given)	-7	3	3	-7	8	8	0	11	2
3	Cc1cc2cc(CCNC(=O)C(C)C)c(=O)[nH]c2cc1C	.	-4	-1	.	-4	.	-2	.	.
4	Cc1cc(C(F)(F)F)nn1CC(=O)N1CCCCC1C (stereo not given)	-13	-10	-12	-5	4	0	1	30	-3
5	COc1ccccc1NC(=O)c1ccc(CN2CCOCC2)cc1	-2	-2	1	3	9	9	7	12	1
6	CCOC(=O)N1CCN(C(=O)Nc2ccc(Cl)cc2)CC1	-31	4	0	8	8	8	7	3	-4
7	O=c1[nH]ncc2c3ccccc3n(Cc3ccccc3F)c12	2	-5	6	5	13	5	4	4	1
8	O=C(NC12CC3CC(CC(C3)C1)C2)N1CCCC(CO)C1 (stereo not given)	8	3	-10	2	0	4	-1	12	-2
9	COc1ccc(Br)cc1/C=N/n1c(C)nnc1C	10	.	.	-2	.	11	.	-20	2
10	Cc1cc(NC(=O)c2ccc(Cn3nc(C)c(Br)c3C)o2)no1	2	-2	-5	2	4	5	4	16	-1
11	Cc1nc(NC2=NCN(Cc3ccc4c(c3)OCO4)CN2)nc2ccccc12	-24	1	0	-2	9	10	5	15	2
12	Cc1cccc(NC(=O)CCN2CCOCC2)c1	2	1	-13	2	4	11	1	38*	3
13	CCOC(=O)c1ccc(NC(=O)Nc2ccc3c(c2)OCCO3)cc1	-8	1	-11	2	11	5	8	14	0
14	COc1ccc(C)c2sc(N3CCCC3)nc12	1	-3	-31	3	-3	1	0	4	0
15	CC(C)(C)OC(=O)NCCc1nnc(SCC(=O)Nc2cccc(Cl)c2)o1	13	0	4	-2	8	8	1	3	-3
16	O=C(CSc1nnc(-c2cccs2)n1-c1ccccc1)N1CCCC1	-3	0	-1	0	7	4	5	8	-2
17	CC(C)(C)OCC(NC(=O)C(CC(N)=O)NC(=O)OC(C)(C)C)C(=O)OC(C)(C)C (stereo not given)	-10	2	-14	2	4	0	1	18	1
18	CC1(C)CC(=O)C(C=NCCN2CCN(C(=O)NC34CC5CC(CC(C5)C3)C4)CC2)=C(O)C1	10	.	-1	2	2	7	.	6	-5
19	COc1cc(O)c(NC(C)=O)c2nonc12	2	-3	2	7	1	2	-1	22	-1
20	O=C(Cn1cc2c(n1)CCCCC2)NCCCN1CCOCC1	-3	-3	-1	2	7	4	6	13	-3
21	COC(=O)c1[nH]c(C)c(/C(O)=C2\C(=O)C(=O)N(CCN(C)C)C2c2cc(OC)ccc2OC)c1C (stereo not given)	10	7	2	-1	-4	-1	-1	14	-4
22	COc1cccc(-c2nc(CS(=O)CC(=O)O)c(C)o2)c1 (stereo not given)	9	-3	-19	5	6	5	4	19	6
23	O=C(NC1CCCCC1)N(CCN1CCOCC1)Cc1cc2cc3c(cc2[nH]c1=O)OCCO3	2	-3	19	2	7	3	4	-1	0
24	CC(C)CC(NC(=O)c1ccco1)C(=O)Nc1ccc2c(c1)OCCO2 (stereo not given)	3	2	-8	7	-2	1	-1	23	1
25	CCOC(=O)Cn1c(=O)oc2cc(S(=O)(=O)N3CCn4c3nc3ccccc34)ccc21	16	.	.	5	.	10	.	1	7

Other records:
nr	mol	CatS block	JNK3 inh	RORa activator	CatB mixtures	PKA kinase inh	E coli RNAP	ROCK2 blocker	AP ELISA ortho	CatB inh
26	CCN(CC)C(=O)COc1ccc2oc(C)c(C(=O)OC(C)C)c2c1	6	.	.	7	.	6	.	9	3
27	c1ccc2c(c1)NC(c1ccncc1)n1c-2nc2ccccc21 (stereo not given)	.	9	21	.	6	-15	6	.	-1
28	CC(C)(C)C(=O)NC1(C(F)(F)F)C(=O)Nc2c1c(=O)[nH]c(=O)n2Cc1ccco1 (stereo not given)	15	-1	-9	-5	-4	8	6	-1	3
29	COc1ccc(N(CC(=O)N2CCCC(C)C2)S(=O)(=O)c2c(C)nn(C)c2C)cc1 (stereo not given)	-23	-1	0	-7	4	6	1	49	3
30	CCCn1c(=O)c2ccccc2n2c(SCC(=O)NCc3cccs3)nnc12	9	1	-17	0	6	6	1	2	3
31	Cc1ccc(S(=O)(=O)N2C(=S)SCC2(C)C)cc1	8	8	-19	3	3	-3	-1	-13	0
32	CCOc1nc(Nc2ccc(-c3nc4ccccc4o3)cc2)nc(N2CCOCC2)n1	-5	-8	-20	0	12	-1	6	6	-9
33	CC1(N2CCCCC2)CC2(O)C(=[N+]1[O-])CCC/C2=N\O (stereo not given)	2	4	-20	7	5	5	3	4	-1
34	CC(C(=O)NC1CCCC1)N(Cc1ccc2c(c1)OCO2)C(=O)c1snc(C(N)=O)c1N (stereo not given)	12	2	-19	6	8	11	2	-5	7
35	COc1ccc(-n2c(C)nc3c(cnn3-c3ccc(C)c(C)c3)c2=O)cc1	-5	-7	65*	2	11	0	5	16	-9
36	C=C1c2cc(CC)ccc2NC(=O)N1c1ccc(C)cc1	2	-2	13	6	8	3	4	11	-7
37	Cc1ccccc1NC(=O)CCN1CCCCCC1	10	2	1	-4	-2	6	2	4	-1
38	CC1CCCCN1Cc1nc2c(c(=O)n(C)c(=O)n2C)n1CCc1ccccc1 (stereo not given)	.	2	0	.	7	.	12	.	.
39	CCC(O)c1cc2c(cc1NC(=O)c1ccc(C)cc1)OCCO2 (stereo not given)	19	0	-4	-7	2	13	7	-5	2
40	COCc1cc(C)nc(SCC(=O)Nc2ccccc2C)c1C#N	-2	5	-10	4	1	2	4	20	-8
41	C=CCNc1sc(C(=O)C(C)(C)C)c(N)c1C#N	24	7	-5	7	6	12	6	-10	5
42	CCCCN1CN(S(=O)(=O)c2cccs2)c2nc3ccccc3nc21	6	-2	-11	4	6	4	-1	-4	5
43	O=C(NCC1CCC(C(=O)O)CC1)c1cccnc1 (stereo not given)	11	4	-8	-3	-9	-4	-5	8	-2
44	Cc1ccc2nc3c(cc(C(=O)NCC4CCCO4)c(=N)n3CCCOC(C)C)c(=O)n2c1 (stereo not given)	-6	-1	-5	-7	5	-19	2	-2	-20
45	O=C(CSc1nc2ccccc2c(=O)n1Cc1ccc(C(=O)NC2CC2)cc1)NCc1ccco1	-4	.	-16	4	-4	1	.	21	-7
46	COc1ccc(N2C(=O)C3CCCN3C2c2ccccc2OC)cc1 (stereo not given)	18	-1	-8	5	-2	2	-8	-5	10
47	Cc1ccccc1C(=O)Nc1cccc(NC(=O)Cn2cnc3c(=O)n(C)c(=O)n(C)c32)c1	-4	4	-38	-7	6	1	2	9	2
48	COc1ccc(-c2cc(C(F)(F)F)n3nc(C(=O)N4CCOCC4)c(Cl)c3n2)cc1	9	7	29	7	9	6	6	-1	-1
49	Cc1ccc(C(=O)Nc2ncc(Cc3ccccc3)s2)o1	0	8	-12	-7	2	.	-7	4	1
50	COc1ccc(CCNC(=O)C2CCN(S(=O)(=O)c3cccc4nonc34)CC2)cc1OC	1	.	-18	3	0	3	.	12	-7

Further structures follow:
nr	mol	CatS block	JNK3 inh	RORa activator	CatB mixtures	PKA kinase inh	E coli RNAP	ROCK2 blocker	AP ELISA ortho	CatB inh
51	O=C(NCCCN1CCCC1)Nc1cccc2ccccc12	-1	-8	-8	6	1	3	-2	18	3
52	Cc1cc(NC(=O)COn2nnc3ccc(Cl)cc32)no1	-4	.	9	-4	-9	-2	.	9	-2
53	CC(C)C(NC(=O)c1cccs1)c1nnc(SCC(=O)Nc2nccs2)n1C (stereo not given)	-5	-5	-4	-2	-2	8	-5	9	5
54	CCOC(=O)C1=C(CN2CCC(C)CC2)NC(=O)NC1c1ccc(Cl)cc1 (stereo not given)	-6	-4	-10	0	-5	-4	-10	13	2
55	CN1CCN(c2nc3c(c(=O)n(C)c(=O)n3C)n2Cc2cccc3ccccc23)CC1	12	-3	2	-1	-1	9	1	4	-2
56	COc1ccc(-n2c(Cc3cccn3C)nnc2SCC(=O)Nc2ccc(C)cc2C)cc1	-15	4	4	-2	-3	7	-2	20	0
57	N#CCCN1CCN(C(=S)c2ccc(-c3cc(Cl)ccc3Cl)o2)CC1	0	1	4	-2	16	13	5	-2	2
58	CCOC(=O)N1CCN(C(=O)C(CC)n2nc(C)c3sc4ccccc4c3c2=O)CC1 (stereo not given)	8	2	-51	2	14	9	5	4	1
59	COc1ccc(N2C(=O)CCC(C(=O)N3CCCCC3)C2c2ccc(F)cc2)cc1 (stereo not given)	-3	6	16	2	6	4	-1	15	1
60	COc1ccc(C2C(C(=O)N3CCC(C)CC3)c3ccccc3C(=O)N2C)cc1 (stereo not given)	6	.	0	5	8	-15	.	5	3
61	O=S(=O)(CC(CN1CCCC1)N1CCCC1)c1ccc2ccccc2c1 (stereo not given)	6	3	-28	-1	11	4	5	-4	-2
62	C/C(Cl)=C/Cn1c(NCCN(C)C)nc2c1c(=O)n(C)c(=O)n2C	4	-6	-9	1	4	7	2	10	2
63	CN(C)CCCCCNCCCNC(=O)/C=N\O	-19	3	-8	-7	-2	-1	0	22	-8
64	CC(C)(C)n1nc2c(c1NC(=O)c1ccc(S(=O)(=O)N3CCCC3)cc1)CS(=O)C2 (stereo not given)	9	0	12	2	0	7	-1	8	-1
65	CCSc1nnc(NC(=O)CCc2ccccc2)s1	-4	11	-1	-1	8	3	5	13	3
66	O=C(O)c1cc(Cl)c(Cl)cc1C(=O)N1CCCC1	7	-5	-11	8	9	7	4	16	0
67	Cc1cccc(NC(=O)C2CCCN(S(=O)(=O)c3c(C)nn(C)c3C)C2)n1 (stereo not given)	-3	8	-23	2	4	2	5	22	4
68	C=CCn1c(SCC(=O)c2ccccc2)nnc1-c1cc2ccccc2o1	7	-3	-1	-7	8	6	6	-10	1
69	CCNc1nc(NCC)nc(Oc2ccc(OCC)nn2)n1	6	-2	-7	-1	6	6	4	-11	1
70	CCOc1cc2c(cc1OCC)C(C(=O)O)C(c1ccc(OC)c(O)c1)N(C)C2=O (stereo not given)	11	0	-5	-3	-6	1	-2	17	0

Entries of single compounds, quoted from the list:
`Cc1cccc(NC(=O)C2CCCN(S(=O)(=O)c3c(C)nn(C)c3C)C2)n1` (stereo not given) is listed as CatS block = -3; JNK3 inh = 8; RORa activator = -23; CatB mixtures = 2; PKA kinase inh = 4; E coli RNAP = 2; ROCK2 blocker = 5; AP ELISA ortho = 22; CatB inh = 4
`CCOC(=O)C1=C(CN2CCC(C)CC2)NC(=O)NC1c1ccc(Cl)cc1` (stereo not given) is listed as CatS block = -6; JNK3 inh = -4; RORa activator = -10; CatB mixtures = 0; PKA kinase inh = -5; E coli RNAP = -4; ROCK2 blocker = -10; AP ELISA ortho = 13; CatB inh = 2

Only JNK3 inh, E coli RNAP and CatB inh (4 entries from above):
| # | Compound | JNK3 inh | E coli RNAP | CatB inh |
| --- | --- | --- | --- | --- |
| 65 | CCSc1nnc(NC(=O)CCc2ccccc2)s1 | 11 | 3 | 3 |
| 66 | O=C(O)c1cc(Cl)c(Cl)cc1C(=O)N1CCCC1 | -5 | 7 | 0 |
| 67 | Cc1cccc(NC(=O)C2CCCN(S(=O)(=O)c3c(C)nn(C)c3C)C2)n1 (stereo not given) | 8 | 2 | 4 |
| 68 | C=CCn1c(SCC(=O)c2ccccc2)nnc1-c1cc2ccccc2o1 | -3 | 6 | 1 |

The list is partial, so the mix of outcomes need not match the whole.
